Source: PubChem
S1P4 agonist: human S1P4 receptor agonism | activation, % at 4.98 µM | actives 0.35% (n = 220,000) | S1P4-expressing cell line, agonist reporter assay | O95977; in the data active means activation above about 11%;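 further: 0% = DMSO vehicle and 100% = reference agonist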
Target sequence (O95977 whole entry, looked up): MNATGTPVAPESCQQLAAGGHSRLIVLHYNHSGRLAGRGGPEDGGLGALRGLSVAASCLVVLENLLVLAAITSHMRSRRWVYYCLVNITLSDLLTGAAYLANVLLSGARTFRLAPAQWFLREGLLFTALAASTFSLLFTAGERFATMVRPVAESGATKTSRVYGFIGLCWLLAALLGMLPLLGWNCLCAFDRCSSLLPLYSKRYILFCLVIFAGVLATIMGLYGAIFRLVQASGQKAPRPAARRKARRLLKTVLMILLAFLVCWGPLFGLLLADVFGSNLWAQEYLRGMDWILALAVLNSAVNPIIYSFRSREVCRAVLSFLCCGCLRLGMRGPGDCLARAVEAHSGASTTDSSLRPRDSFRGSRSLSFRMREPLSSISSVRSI
CHOP inhibitor: CHOP inhibition in unfolded protein response | CHO-K1 CHOP-promoter luciferase, tunicamycin-induced, 15-18 h | inhibition, % at 10 µM | actives 3.8% (n = 220,000) | AID 2732;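 active means compounds that reduced the stress-induced luciferase reporter signal by more than about 70% of percent inhibition, limit read from the data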;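 further: 0% = tunicamycin plus vehicle and 100% = wells without tunicamycin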
S1P4 antag: human S1P4 receptor antagonism | O95977 | S1P4-expressing cells, antagonist mode, reporter read-out | inhibition, % at 4.98 µM | actives 0.26% (n = 220,000); in the data active means inhibition above about 29%;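 further: 0% = wells stimulated with agonist and 100% = vehicle wells without agonist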
NCF1 inh: blocks human p47phox regulatory protein of NADPH oxidases; AID 1274; inhibition, % at 24.7 µM; actives 0.53% (n = 220,000); p47phox/p22phox peptide binding, fluorescence polarization, 2 h; P14598;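 active means inhibition above about 30%, limit read from the data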;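 further: 0% = p47phox with labelled peptide and 100% = labelled peptide alone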
NPY1 pot ag: potentiators or agonists of human neuropeptide Y receptor Y1. actives 0.37% (n = 220,000). NPY-Y1 expressing cells, potentiator/agonist activation. P25929. activation, % at 3.6 µM; in the data active means activation above about 33%, passing the limit was not always enough;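 further: cells stimulated with NPY at EC10 then isoproterenol at EC100; 0% = low agonist plus stimulus and 100% = saturating agonist plus stimulus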
Target sequence (P25929 whole entry, looked up): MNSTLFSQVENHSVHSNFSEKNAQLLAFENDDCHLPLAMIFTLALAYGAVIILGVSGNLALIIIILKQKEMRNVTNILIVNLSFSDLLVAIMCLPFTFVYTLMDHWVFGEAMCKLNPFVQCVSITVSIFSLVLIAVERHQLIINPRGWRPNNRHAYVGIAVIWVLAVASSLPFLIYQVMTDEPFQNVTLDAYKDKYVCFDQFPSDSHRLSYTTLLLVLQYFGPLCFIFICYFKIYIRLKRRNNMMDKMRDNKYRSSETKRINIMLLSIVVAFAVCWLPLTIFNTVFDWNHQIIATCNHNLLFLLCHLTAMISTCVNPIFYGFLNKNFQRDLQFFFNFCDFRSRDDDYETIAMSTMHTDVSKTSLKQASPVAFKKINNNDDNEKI
NPY Y1 blocker: NPY-Y1 (human) receptor antagonism. P25929. HEK293-CNG Y1 cells, membrane potential fluorescence; NPY at EC95, then isoproterenol. inhibition, % at 3.6 µM. actives 1% (n = 200,000). AID 1040;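 active means inhibition above the campaign mean inhibition of all tested compounds plus 3 SD, cut at about 20% in these data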;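 further: 0% = DMSO wells given NPY plus isoproterenol and 100% = isoproterenol alone without NPY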
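Material: HEK293 Y1/CNG channel cell line | Also added: NPY (25 nM), isoproterenol (1 µM), Ro 20-1724 (25 µM) | Compound: One concentration, 3.6 µM, in 0.4% DMSO | Schedule: 3 h dye uptake, 1 h room-temperature compound, 45 min post-isoproterenol | Signal: Membrane-potential fluorescent dye readout | Read-out: % inhibition of NPY effect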
NPY-Y2 PAM-ag: potentiators or agonists of human neuropeptide Y receptor Y2. P49146. cells expressing NPY-Y2, potentiator/agonist read-out. activation, % at 3.6 µM. actives 0.45% (n = 220,000). AID 1359; in the data active means activation above about 27%;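 further: cells stimulated with NPY near EC25 plus isoproterenol at EC100; 0% = vehicle plus submaximal agonist and 100% = vehicle plus saturating agonist; some results beyond the cut were filed as inactive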
Ba/F3 V617F tox: loss of viability in JAK2V617F-driven Ba/F3 cells; Ba/F3 EpoR-JAK2V617F viability, ATP luminescence; inhibition, % at 5.6 µM; actives 1.1% (n = 220,000);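 active means inhibition above the campaign mean plus 3 SD over all tested compounds, cut at about 24% in these data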;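 further: cytokine-independent growth of Ba/F3 cells driven by EpoR plus mutant JAK2; 0% = DMSO-treated cells and 100% = JAK inhibitor I control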
BaF3 tox: counter-screen for JAK2V617F inhibitors: parental Ba/F3 viability inhibitors | CellTiter-Glo ATP luminescence | inhibition, % at 5.6 µM | actives 1.1% (n = 220,000) | AID 1486;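 active means inhibition above a per-campaign cutoff, the mean inhibition of all tested compounds plus 3 SD, cut at about 27% in these data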;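 further: 0% = DMSO wells and 100% = JAK Inhibitor I control wells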
Active calls of the source: *; nt = not tested or not shown.

SMILES	S1P4 agonist	CHOP inhibitor	S1P4 antag	NCF1 inh	NPY1 pot ag	NPY Y1 blocker	NPY-Y2 PAM-ag	Ba/F3 V617F tox	BaF3 tox
COc1ccc([N+](=O)[O-])cc1NS(=O)(=O)c1cccc(C(=O)O)c1	1.1	11	0	-10	-2	nt	-1	-3	-1
CCN(CC)c1ccc(CN2CCC(C(=O)NCc3ccc(C)cc3)CC2)cc1	-1.0	13	-3	-1	-25	12	-10	-2	5
COc1ccc(NC(=O)Cn2nnc(-c3ccccc3NC(=O)c3ccco3)n2)cc1	2.2	82*	-16	2	19	3	2	0	2
CC(=O)c1ccc(NC(=O)c2ccn(C(=O)OCC(C)C)n2)cc1	1.5	18	-16	-1	1	-2	-4	1	6
Cc1ccc(-c2nnn(CC(=O)N(CC(=O)NCc3ccccc3)c3cccc(C)c3C)n2)o1	3.4	4	-22	-27	5	0	-2	5	2
COc1ccc(OCCC(=O)OCC(=O)NC(=O)NC(C)(C)C)cc1	0.0	23	-5	5	-53	7	-7	-2	4
COc1ccccc1C(=O)NC(=O)OCCn1c(C)cnc1[N+](=O)[O-]	0.0	9	-9	4	-6	2	-3	1	3
Cc1ccsc1/C=N\Nc1cn[nH]c(=O)c1Cl	-1.4	-41	-16	-7	-12	-5	8	-3	1
COc1ccc(-n2c(Cc3cccn3C)nnc2SCC(=O)NCCc2ccccc2)cc1	1.2	4	-11	3	5	6	18	-2	-1
Cc1sc2c(c1C)c(=O)n(-c1cccc(C(F)(F)F)c1)c(=O)n2CC(=O)NCc1ccco1	1.2	-13	-7	-15	-15	13	-9	5	5
Cc1ccn2c(=O)cc(C)nc2c1	0.4	10	8	-37	-10	1	4	-1	4
Cc1ccc(-c2nc3cc(N)ccc3o2)c(C)c1	1.4	54	-5	-22	-10	-3	-14	-1	4
N#Cc1cccc(NC(=O)Cn2c3[n+](c4ccc(C(F)(F)F)cc42)CCCCC3)c1	-0.7	18	-14	-5	-17	2	-4	2	6
O=C1NCCCC2c3c(cc(Br)c(O)c3Br)OC12N1CCOCC1 (stereo not given)	1.1	-3	-3	-9	2	-1	-3	1	5
O=C(CN1CCCC1)Nc1ccc(Br)cc1	0.1	7	1	0	11	2	-8	6	7
CCCCCNC(=O)CCn1c(=O)oc2ccccc21	-1.4	37	-10	-6	13	2	2	-3	0
COC(=O)CSc1nnc(-c2ccc(S(=O)(=O)N3CCC(C)CC3)cc2)o1	-1.0	-4	-5	-4	-19	0	-2	2	4
CC(C)CCN1CCN(C2CSCCSC2)CC1CCO (stereo not given)	-0.6	17	1	42*	10	-9	-11	0	9
CN(C)c1nnc(-c2ccc(Cl)cc2)o1	0.1	46	-2	2	16	5	5	-3	2
CS(=O)(=O)N1N=C(c2ccccc2)CC1c1ccc2c(c1)OCO2 (stereo not given)	4.1	-8	1	-254	-19	3	8	0	3
Cc1cc(Br)c2nc3c(c(C(=O)O)c2c1)CCCCC3	3.2	-19	-22	-6	-21	-3	-3	-3	5
CCCN(CC1CC1)C(=S)Nc1ccccc1F	1.5	-34	-30	1	-4	4	-12	2	2
COc1ccc(NC(=O)C2=C(C)NC(=S)NC2c2ccc(O)c(OC)c2)cc1 (stereo not given)	-0.2	-11	-12	4	0	3	-7	2	8
CNC(=S)N(CCc1c(C)[nH]c2ccccc12)Cc1cc(OC)c(OC)c(OC)c1	-0.8	12	11	-13	-21	-3	2	0	7
Cc1ccc(NC(=O)CCn2cc(C(F)(F)F)ccc2=O)cc1	-0.5	7	1	4	17	nt	12	1	0
O=C(CN1C(=O)NC2(CCCCCC2)C1=O)Nc1ccc(S(=O)(=O)N2CCOCC2)cc1	-2.4	21	-4	-23	10	-5	1	-2	1
CCOc1ccc2nc(Cl)c(C3CC(c4ccccc4)=NN3C(=O)c3cccs3)cc2c1 (stereo not given)	0.8	91*	-21	21	-13	6	-8	1	7
CN(C)CCC(=O)c1ccc2c(c1)OCO2	-0.5	-33	2	-1	-15	-2	-14	3	1
COC(=O)c1cc(NS(=O)(=O)c2ccc(NC(C)=O)cc2)cc(C(=O)OC)c1	-0.1	-19	4	-3	25	-7	20	-2	-1
O=C(O)CCSc1nc2ccccc2s1	2.3	63	-9	-5	-36	27*	-30	1	6
CCCCN1C(=O)/C(=C/C=C2\SCCN2C)SC1=S	2.0	-8	9	54*	11	0	0	0	5
CC(=O)N1CCN(CCN=CC2=C(O)CC(c3ccco3)CC2=O)CC1 (stereo not given)	-0.1	15	-7	-13	-1	1	-10	3	10
c1cnc(SCCOc2cccc3ccccc23)nc1	3.6	76*	0	-11	6	-1	-13	0	6
COc1ccccc1NS(=O)(=O)c1cccc(NC(=O)Nc2cccc(Cl)c2)c1	0.1	101*	18	-56	43	-8	20	-3	-3
CCC1CCCCN1C(=O)N[C@@H](CCSC)C(=O)OC (stereo not given in full)	0.6	13	-4	-10	6	-4	-10	-1	7
Cc1ccc(S(=O)(=O)N(C)c2ccccc2)cc1	-0.2	9	-2	-8	3	0	0	-1	8
COc1ccc(C)cc1NC(=O)CN(C)S(=O)(=O)c1cc(C)ccc1OC	-0.1	3	-5	-3	14	1	0	4	6
CCc1nnc(NC(=O)CSc2nc3c(C)cccc3[nH]2)s1	-0.4	0	-10	-11	-7	10	14	3	2
Cc1nnc(SCC(=O)Nc2nccs2)s1	-0.3	-3	6	-1	14	-4	-7	0	7
CCOc1ccc(Nc2oc(-c3cccs3)nc2C#N)cc1	3.5	48	-19	-9	-14	-2	5	5	6
CCc1ccc(S(=O)(=O)NCCc2cn3ccccc3n2)s1	-2.0	37	3	-12	-6	-1	-4	5	5
CC1CC(C)CN(CCCNC(=O)Cn2ncn3cccc3c2=O)C1 (stereo not given)	-2.1	-2	-25	-14	-3	-4	8	-6	-2
N/C(=N\OC(=O)C(c1ccccc1)c1ccccc1)c1ccncc1	-0.7	-4	12	0	11	nt	29	-2	5
COc1ccc(/C=C2\Oc3cc(OC(=O)N4CCOCC4)ccc3C2=O)cc1	-0.9	9	-13	-15	20	nt	1	-5	-3
CC(C)(C)C(=O)Nc1cccc(-c2nc3ccccc3[nH]2)c1	-0.6	10	-11	-4	-18	7	-7	23	5
C=C(C)COc1ccc(-c2nc(N)ncc2Oc2ccccc2OC)c(O)c1	1.6	93*	8	-1	13	-4	13	-1	3
COc1ccc(-c2ccc(CCC(=O)O)n2CC(C)C)cc1	-0.6	27	9	-10	7	7	-3	-4	6
CCC(=O)Nc1ccc(Cl)c(NC(=O)c2ccc(Br)o2)c1	0.5	21	2	-8	-9	4	-4	-1	3
CCOc1ccc(C(C)=O)cc1COC(=O)C1=COCCO1	0.9	33	-13	-9	-17	-2	-9	-6	0
c1ccc(C2CCC(N3CCC(N4CCCCC4)CC3)CC2)cc1 (stereo not given)	-0.5	-4	-10	-20	-21	12	-14	-2	2
O=C1c2ccccc2-c2nnc(-c3ccc(O)cc3)cc21	-1.4	26	12	-9	-17	-2	-16	17	21
OCCC1CN(Cc2cccc3c2OCO3)CCN1C1CCCC1 (stereo not given)	-0.3	5	-9	-6	0	3	-11	1	9
CC(=O)Nc1ccccc1OCC(=O)NC(C)c1ccccc1 (stereo not given)	-0.9	18	0	13	0	-2	-3	-6	-7
Cc1ccc(NC(=S)N(CCCN2CCOCC2)Cc2ccco2)cc1Cl	1.8	17	-12	2	7	1	-3	5	20
CC1(C)CC(=O)/C(=C(\O)CCCN2C(=O)c3ccccc3C2=O)C(=NCCO)C1	1.3	6	10	-6	-4	-2	6	-3	1
CC(C(Sc1ccccc1N)c1ccccc1)[N+](=O)[O-] (stereo not given)	-0.2	106*	8	-19	2	nt	-13	0	2
CCCCCCCCCCCC(=O)N1CC(=O)NC(=O)C1	-0.8	-14	11	3	12	nt	10	3	1
COc1ccc(N/N=C(\C#N)C(=N)N2CCOCC2)cc1	0.1	-8	-9	-5	3	1	2	2	2
Cc1ccc(C(=O)NCCCNCCCN(C)C)cn1	-3.3	25	-18	5	-15	-6	0	3	3
O=C1CC(C(=O)NCc2ccccc2)N=C(N2CCCCC2)N1 (stereo not given)	-0.7	-11	26	-15	-24	0	-3	-3	3

Two of these compounds, reformatted:
canonical_smiles: Cc1ccc(NC(=S)N(CCCN2CCOCC2)Cc2ccco2)cc1Cl
  S1P4 agonist: 1.8 | CHOP inhibitor: 17 | S1P4 antag: -12 | NCF1 inh: 2 | NPY1 pot ag: 7 | NPY Y1 blocker: 1 | NPY-Y2 PAM-ag: -3 | Ba/F3 V617F tox: 5 | BaF3 tox: 20
canonical_smiles: CC1(C)CC(=O)/C(=C(\O)CCCN2C(=O)c3ccccc3C2=O)C(=NCCO)C1
  S1P4 agonist: 1.3 | CHOP inhibitor: 6 | S1P4 antag: 10 | NCF1 inh: -6 | NPY1 pot ag: -4 | NPY Y1 blocker: -2 | NPY-Y2 PAM-ag: 6 | Ba/F3 V617F tox: -3 | BaF3 tox: 1

Next section.
SMILES	S1P4 agonist	CHOP inhibitor	S1P4 antag	NCF1 inh	NPY1 pot ag	NPY Y1 blocker	NPY-Y2 PAM-ag	Ba/F3 V617F tox	BaF3 tox
CNc1ncnc2sc(-c3ccccc3)cc12	1.4	45	-10	-7	17	1	8	0	3
NS(=O)(=O)c1ccc(CCNC(=O)CSc2ccc(Cl)cc2)cc1	0.1	2	-8	-3	10	3	-6	-2	1
Oc1ccc(CN2CCN(c3ccccc3)CC2)c2cccnc12	2.4	35	-4	-4	10	2	4	0	5
O=C(NCC(=O)N(CC1CCCO1)C(C(=O)NC1CCCCC1)c1ccccc1)c1cccs1 (stereo not given)	0.5	17	-8	8	13	9	6	1	7
COc1ccc(S(=O)(=O)c2ccc(O)cc2)cc1	1.6	4	-12	-2	12	9	-1	-7	2
Cn1cc(C(=O)c2ccc(Cl)cc2Cl)cc1C(=O)O	-0.6	21	-5	-1	-14	6	4	-5	0
COCCCNC(=O)c1ccc2c(=O)n(Cc3ccc(OC)cc3)c(=O)[nH]c2c1	-1.1	0	0	6	-11	2	4	-2	6
O=C(CS(=O)(=O)Cc1ccccc1)Nc1ccccc1Cl	1.9	16	-5	-8	8	0	2	-2	4
COc1ccc(C(=O)COC(=O)CCN2C(=O)[C@@H]3[C@H](C2=O)[C@@H]2C[C@H]3C(Br)C2Br)cc1 (stereo not given in full)	-2.9	4	-30	-5	12	2	9	-4	2
Cc1ccccc1NC(=O)/C(C#N)=C\c1ccsc1	0.2	-14	-29	-11	-13	1	-8	-1	5
Cc1cc(NC(=O)Cn2nc(C(F)(F)F)c3c2CCCC3)no1	-1.5	3	-15	-2	-5	-5	-5	-5	-2
O=C(Nc1ncc(Cc2cccc([N+](=O)[O-])c2)s1)c1ccco1	0.7	11	-12	-9	7	-7	9	18	27*
Cc1cc(C)c2nc(-c3ccccn3)cc(C(=O)Nc3ccc(S(=O)(=O)Nc4onc(C)c4C)cc3)c2c1	1.2	6	-26	-16	1	-2	-9	0	2
CCN(CCN(C)C)C(=O)Cn1ncc2c1-c1cc(C)ccc1OC2	-0.6	39	-10	-8	2	-3	16	-5	-1
Nc1cc(=O)[nH]c(SCC(=O)Nc2ccc(S(=O)(=O)N3CCOCC3)cc2)n1	1.6	8	-13	-15	-17	2	6	0	5
C/C(=N\NS(=O)(=O)c1ccc(C)c([N+](=O)[O-])c1)c1cc2ccccc2o1	-1.1	-7	3	-7	-16	10	-12	-2	4
CC1=CC(C)(C)N2C(=O)C(=Nc3ccc(O)cc3)c3cccc1c32	-0.3	7	3	1	9	nt	-5	-1	-4
CCCCOC(=O)c1ccc(NC(=O)C(=O)NCc2cccnc2)cc1	0.4	34	3	-9	6	2	-9	0	2

The order is random; about 7.1% have a hit in one of these screens.
